# LEDGF integ inh: blockers of LEDGF/p75-dependent integrase strand transfer – biochemical, TR-FRET, high throughput, primary screen. inhibition, % at 3.7 µM. HIV-1 integrase (with human LEDGF/p75). AID 743269, 2014. TR-FRET IN-LEDGF/p75 DNA integration, Eu/Cy5. hit rate 0.64% among 370,000;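 active = inhibition above the screen-wide mean plus 3 SD, cut at about 13% in these data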;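 note: signal is the Cy5 over europium emission ratio at 671 and 618 nm; 0% = plate median of compound wells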
# MBD2 DNA inh: inhibitors of MBD2 binding to methylated DNA, primary screen, biochemical, TR-FRET, DNA-binding domain, human. Methyl-CpG-binding domain protein 2 (Homo sapiens), Q9UBB5. MBD2 binding to methylated oligonucleotide. inhibition, % at 4.4 µM. hit rate 0.31% among 370,000; in the data active = inhibition above about 13%
# TDP2 inh: human TDP2 enzyme inhibitors, primary screen, biochemical, epi absorbance, recombinant enzyme | inhibition, % at 12.8 µM | T5PNP hydrolysis, p-nitrophenol absorbance 415 nm | hit rate 0.34% among 370,000 | AID 720702, 2013;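 active = inhibition above the mean of all tested compounds plus 3 SD, set per campaign, cut at about 25% in these data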;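 note: 0% = DMSO with enzyme and 100% = buffer with substrate but no TDP2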
#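 Test system: human TDP2 enzyme; Input: 120 nM TDP2 per well; Buffer or medium: Mg2+-containing Tris-HCl buffer, pH 7.5; Reagent: 5 mM T5PNP; Dosing: 12.8 µM single point, 1% DMSO; Incubation: reaction 2 h, 37 °C; Detection: p-Nitrophenol epi absorbance; Read-out: % inhibition relative to enzyme-containing and enzyme-free wells; Replicates: single well per compound.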
# TCR-CD3 inh: inhibitors of human TCR-CD3 interaction, primary screen, biochemical, fluorescence, TAMRA-labeled TCR probe; T-cell receptor (TCR); inhibition, % at 9.4 µM; hit rate 0.37% among 360,000; AID 651800, 2012; in the data active = inhibition above about 19%;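 note: recombinant mutant TCR 2C K166C tagged with TAMRA read by polarization; 0% = receptor in buffer alone and 100% = receptor with positive control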
# HTRA1 inh: HTRA1 serine protease inhibitors, primary screen, biochemical, fluorescence polarization, HTS. Q92743. recombinant HTRA1, FP-rhodamine activity-based probe. inhibition, % at 5.96 µM. hit rate 0.5% among 340,000; in the data active = inhibition above about 36%;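 note: 0% = enzyme with DMSO and 100% = wells lacking enzyme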
# Target sequence (Q92743 whole entry, looked up): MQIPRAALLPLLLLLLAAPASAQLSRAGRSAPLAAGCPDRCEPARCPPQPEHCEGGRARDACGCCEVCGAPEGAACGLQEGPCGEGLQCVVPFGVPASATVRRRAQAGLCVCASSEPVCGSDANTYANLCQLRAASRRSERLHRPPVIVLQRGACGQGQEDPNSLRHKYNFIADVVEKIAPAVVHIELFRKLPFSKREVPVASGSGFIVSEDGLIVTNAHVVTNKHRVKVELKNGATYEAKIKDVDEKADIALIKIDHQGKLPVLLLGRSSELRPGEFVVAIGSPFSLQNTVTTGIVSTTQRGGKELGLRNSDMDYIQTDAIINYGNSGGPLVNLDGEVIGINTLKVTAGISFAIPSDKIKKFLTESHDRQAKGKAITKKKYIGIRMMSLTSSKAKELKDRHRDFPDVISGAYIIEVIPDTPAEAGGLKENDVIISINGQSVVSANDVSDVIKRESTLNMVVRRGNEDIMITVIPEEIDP
# NPR2 activator: human GC-B receptor activators, primary screen, HEK293 GC-B cells, cGMP TR-FRET, EC30 CNP | activation, % at 10 µM | AID 1920062, 2024 | Atrial natriuretic peptide receptor 2 (Homo sapiens), P20594 | hit rate 0.11% among 370,000 | 0% at EC30 CNP, 100% saturating CNP;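 active = activation at 10 µM reaching about 35% in either raw or pattern-adjusted values, limit read from the data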
# rCAG binder: binders of r(CAG) RNA repeats, primary screen, biochemical, fluorescence; r(CAG) RNA repeat, TO-PRO-1 dye displacement fluorescence; inhibition, % at 3 µM; hit rate 1.3% among 370,000; AID 651821, 2012;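 active = inhibition above the plate cutoff, the mean of all test compounds on that plate plus 3 SD, cut at about 35% in these data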;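 note: 0% = DMSO alone and 100% = 100 µM mitoxantrone as full dye displacement; higher means more dye released from RNA so lower well fluorescence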
# PRMT1 inh: PRMT1 methyltransferase inhibitors, primary screen, biochemical, fluorescence polarization; hit rate 1.3% among 370,000; inhibition, % at 2.79 µM; AID 652257, 2013; recombinant PRMT1, activity-based probe fluorescence polarization;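 active = inhibition above about 21% made by adding two undisclosed values, limit read from the data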
# Target sequence (Q99873 whole entry, looked up): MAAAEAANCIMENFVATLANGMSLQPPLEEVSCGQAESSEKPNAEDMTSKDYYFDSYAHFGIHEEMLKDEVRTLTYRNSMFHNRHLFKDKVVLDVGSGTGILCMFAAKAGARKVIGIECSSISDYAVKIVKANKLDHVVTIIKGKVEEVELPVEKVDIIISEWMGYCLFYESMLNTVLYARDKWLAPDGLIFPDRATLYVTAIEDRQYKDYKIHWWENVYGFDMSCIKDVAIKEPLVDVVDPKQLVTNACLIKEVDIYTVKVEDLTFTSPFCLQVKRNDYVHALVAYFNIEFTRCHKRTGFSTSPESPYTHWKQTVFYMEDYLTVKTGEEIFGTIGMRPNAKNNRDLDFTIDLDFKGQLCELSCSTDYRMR
# mABHD4 FP: ABHD4 inhibitors, primary screen, biochemical, fluorescence polarization, mouse; (Lyso)-N-acylphosphatidylethanolamine lipase (Mus musculus), Q8VD66; purified mABHD4, FP-Rh probe fluorescence polarization; inhibition, % at 8.92 µM; hit rate 0.54% among 370,000; AID 720543, 2013;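 active = inhibition exceeding the mean over every tested compound plus 3 SD, cut at about 30% in these data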;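 note: 0% = plate median of compound wells and 100% = S159A mutant with DMSO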
#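 Test system: mouse ABHD4 enzyme, wild type. Reagent: FP-Rh fluorescent activity-based probe, added after compound pre-incubation. Timing: pre-incubation 45 min, probe exposure 60 min, at 25 °C. Technique: FP readout, ex 525 nm / em 598 nm. Benchmarks: high control S159A mutant with DMSO, low control median of compound wells.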
# SIAE primary: human SIAE inhibitors, primary screen, biochemical, fluorescence polarization, FP-Rh probe, 1536-well HTS. hit rate 0.69% among 370,000. AID 1053197, 2014. SIAE FP-Rh probe binding. inhibition, % at 9.66 µM;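 active = inhibition above a cutoff: mean of compounds within the control limits plus 3 SD of those, cut at about 17% in these data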;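 note: 0% = plate median of compound wells and 100% = probe without SIAE protein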
# Active calls of the source: *; / = not tested or not shown. These rows are one share of the data; count on the stated rates, not on these rows.
SMILES,LEDGF integ inh,MBD2 DNA inh,TDP2 inh,TCR-CD3 inh,HTRA1 inh,NPR2 activator,rCAG binder,PRMT1 inh,mABHD4 FP,SIAE primary
O=C(NCCc1ccccc1)C1CCN(S(=O)(=O)N2CCOCC2)CC1,-1.3,-3.5,-4.2,2.0,-2.4,-4.9,-3.8,-1.0,0.6,1.2
Cc1ccccc1SCC(=O)OCC(=O)NCc1ccccc1,-1.7,-5.9,-1.4,5.0,2.0,0.7,3.0,-1.7,2.6,1.2
CN(CC(=O)NCc1cccs1)S(=O)(=O)c1cccc2cccnc12,1.8,-5.5,9.6,3.1,-3.1,2.8,1.9,0.3,7.2,8.7
CNC(=S)N/N=C/c1ccc(-c2cc([N+](=O)[O-])ccc2Cl)o1,-2.4,1.0,-7.8,3.2,1.1,-1.6,6.9,-3.4,3.0,-0.6
CCOC(=O)CCCN(c1[nH]c(C)c(C)c1C#N)S(=O)(=O)c1ccc(C)cc1,-0.5,4.1,0.3,-1.9,-1.1,-5.2,-0.5,1.2,-4.6,0.2
Cc1ccc2[nH]c3c(=O)n(CC(=O)N4CC(C)CC(C)C4)ncc3c2c1 (centres undefined),3.9,2.7,6.0,3.3,-6.0,2.6,-1.0,-3.1,-2.3,0.4
Cn1cc(C(=O)N2CCCC(Nc3ccc(F)cc3)C2)c2ccccc21 (centres undefined),-3.4,-6.0,2.4,-5.5,9.8,-0.8,-7.0,-0.1,-3.8,7.9
COCCNC(=O)CSc1nnc(-c2ccc(C)cc2)c(-c2ccc(C)cc2)n1,1.3,1.0,-1.7,-0.7,6.2,-7.4,-6.9,-1.3,-1.6,-4.2
OC[C@H]1O[C@@H](c2nc(-c3ccccc3Br)no2)[C@H](O)[C@@H](O)[C@H]1O,-0.7,-7.2,9.3,1.9,/,0.4,1.7,-2.0,5.3,4.0
O=S(=O)(NCCC1=CCCCC1)c1cccc2nsnc12,-3.1,3.0,2.2,4.2,-7.4,1.2,1.5,1.2,-4.2,4.1
Cc1cc(Cl)c(S(=O)(=O)Nc2ccc3c(c2)OCO3)cc1OCC(N)=O,-1.3,0.9,-0.5,3.3,0.3,-0.8,3.1,1.0,0.3,-4.5
Cc1ccc2oc(C(=O)NCC3CCOCC3)c(C)c2c1,-1.8,0.6,4.9,9.2,-1.5,-6.3,-5.1,-4.2,-0.1,-1.1
O=C(NCc1cccnc1)c1ccc([N+](=O)[O-])o1,-2.8,-0.8,14.4,1.5,1.5,1.3,1.6,-0.1,2.1,0.9
Cc1cc(C)c(C)c(OCCN2CCOCC2)c1,-0.6,-1.5,-13.0,2.8,0.7,1.6,-3.5,-3.9,-3.6,5.2
Nc1ccccc1SC1CC(=O)N(c2ccc3c(c2)OCO3)C1=O (centres undefined),-6.2,0.8,-7.0,-4.6,/,-0.3,-1.5,0.9,4.0,-1.4
Cc1c(C(=O)OCC(=O)N(C)Cc2ccccc2)oc2ccccc12,3.0,-1.6,6.0,-3.9,-0.6,2.4,-3.0,-1.8,-4.3,14.7
CN(C)Cc1c(C(=O)N/N=C/c2cccc3ccccc23)nnn1-c1nonc1N,-2.0,-2.3,2.3,1.5,-1.2,1.2,-0.3,1.3,7.2,2.1
CC(NC(=O)c1ccc(C23CC4CC(CC(C4)C2)C3)cc1)C(=O)O (centres undefined),-0.4,5.2,2.5,0.9,-3.8,-1.3,16.4,2.1,-2.1,0.5
O=C(NCc1cc(C(F)(F)F)ccc1Cl)c1cccc2c1C(=O)c1ccc(Cl)cc1S2(=O)=O,-0.2,2.7,-7.9,0.6,/,2.3,-2.1,0.5,8.3,-3.2
Cc1cccnc1C(NC(=O)C1CCN(Cc2cn(C)c3ccccc23)CC1)c1ccc(Cl)cc1 (centres undefined),4.2,-2.1,10.5,-0.7,/,-10.9,4.8,-7.0,1.7,3.3
CCCCCN(C(=O)CCC(=O)OCCOc1cccc(C)c1)c1c(N)n(CCCC)c(=O)[nH]c1=O,-1.3,-8.6,0.0,13.7,-5.8,-4.5,-4.1,-1.6,-1.7,7.3
N#C/C(=C\c1cccnc1)C(=O)Nc1ccccc1[N+](=O)[O-],-2.2,-4.3,-6.6,-1.1,2.8,-9.2,26.8,7.1,16.5,-5.7
C/C(=N\OCC(=O)Nn1c(=O)[nH]c2ccccc2c1=O)c1cccs1,0.2,4.9,-2.3,-4.1,4.2,-10.3,1.1,3.7,-12.6,-3.7
O=C(Nc1ccc(F)c(Cl)c1)c1cc(C2CCCCN2C(=O)c2ccccc2)on1 (centres undefined),0.7,2.6,3.0,-0.6,/,-1.9,2.9,2.0,-12.9,6.2
OCC1CCCCN1C(=S)Nc1ccc(Cl)cc1Cl (centres undefined),1.1,1.3,-0.7,-1.4,1.1,-9.0,1.4,1.1,5.4,2.0
Nc1nnc(-c2cccc([N+](=O)[O-])c2)o1,-0.9,0.9,-2.2,3.0,4.8,-3.8,0.9,-0.6,3.5,-2.6
Cc1ccc2c(CSc3nnc(C4CC4)n3N)cc(=O)oc2c1,-0.8,-7.8,-10.6,5.0,-6.8,1.2,3.6,-2.5,-2.0,6.4
O=C(Nc1cccc(O)c1)c1noc2c1CCc1ccccc1-2,2.5,-4.6,10.1,1.1,-84.8,-7.4,9.8,-0.7,-28.7,-9.8
COc1ccc(CN(CC(=O)NC(C)C)C(=O)CCC(=O)Nc2nccs2)cc1,0.3,-4.0,3.6,6.6,13.0,-3.8,-4.9,-2.2,2.3,-1.9
COc1ccc(N2CCN(C(=O)c3ccc4c(c3)[nH]c(=S)n3c5ccccc5nc43)CC2)cc1,14.9*,8.2,-18.9,-4.3,/,-0.2,28.3,2.4,-22.8,-14.2
CCOC(=O)N1CCc2c(sc(NC(=O)CN(CC)CC)c2C#N)C1,0.3,-2.5,-5.6,-10.3,/,2.2,-6.8,-2.2,-4.0,7.1
O=C1N2CCc3ccccc3C2CS(=O)(=O)N1Cc1ccc(F)cc1 (centres undefined),2.1,-2.3,-2.0,/,/,-3.2,0.0,-4.6,-5.5,0.5
Cc1ccc(NC(=O)CSc2nc3c([nH]c4ccccc43)c(=O)n2C)cc1,3.5,-3.5,2.0,2.5,0.8,-2.6,4.2,0.2,0.3,-0.5
CC1(Oc2ccc(Cl)cc2)CCN(Cc2ccc(OC(F)(F)F)cc2)C1 (centres undefined),0.5,-4.4,-5.2,-0.3,/,4.4,1.9,-3.1,-1.8,0.7
Cc1c(C)c(C)c(C(=O)C2CCN(c3ccc([N+](=O)[O-])cn3)CC2)c(C)c1C,-1.7,3.9,3.7,-4.7,2.0,2.9,-1.4,-2.9,-1.1,9.3
COc1ccc(CN2CCC(C(=O)NCCc3ccc(OC)c(OC)c3)CC2)c(OC)c1,-2.3,-2.2,5.8,13.0,3.6,-4.7,-6.1,-0.3,0.8,10.2
Cc1ccc(C(=O)Nc2cc([N+](=O)[O-])ccc2F)s1,0.0,-4.3,7.6,3.7,-10.0,1.4,3.4,-0.8,4.9,4.8
COc1ccc(C(=O)N(C)c2ccccc2C(=O)NCCc2ccccc2)cc1,3.2,-4.5,1.2,2.2,4.4,3.7,-8.4,2.9,-2.7,5.2
O=C(O)CC1(CC(=O)Nc2ccc(C(F)(F)F)cc2)CCCC1,-6.1,2.5,-8.2,1.8,3.8,2.3,-0.3,4.9,-1.4,0.8
CC(C)N(C(=O)[C@H]1C[C@H](CC(=O)NCC23CC4CC(CC(C4)C2)C3)C(=O)N2CCc3c([nH]c4cc(CCC(=O)N(C)C)ccc34)[C@]12C)C(C)C,-3.4,1.9,-0.6,-7.3,-17.1,5.1,3.6,-0.6,-1.8,2.0
Cc1oc(-c2cccc(Cl)c2)nc1CS(=O)(=O)CC(=O)NCCCN1CCOCC1,-0.7,-5.3,2.9,4.3,-12.5,3.3,5.5,-5.1,1.8,-3.8
Cc1ccc(N/C=C/C(=O)c2ccc(C)cc2)cc1,-0.1,-5.0,-3.2,0.7,-24.3,8.7,-0.1,-0.7,-5.7,0.4
CC(C)c1nn2c(=O)cc(COc3cccc(NC(=O)c4ccco4)c3)nc2s1,0.1,1.5,-0.5,3.0,-2.8,-0.3,2.6,-1.8,-5.5,0.5
CCOC(=O)C1CCCN(C(=O)/C(=C/c2ccco2)NC(=O)c2ccccc2)C1 (centres undefined),3.0,1.9,1.3,-3.1,5.1,-8.0,2.1,5.2,2.3,2.6
Clc1ccc2nc(-c3ccccc3)c(CN3CCOCC3)n2c1,0.6,4.4,5.4,0.8,-3.9,6.4,-4.4,1.2,5.5,1.9
O=C(COc1ncnc2sccc12)NC1CCCc2ccccc21 (centres undefined),-5.7,0.2,-4.1,-2.6,-3.1,-1.1,1.4,1.0,6.8,1.6
O=C(OCc1cccc(F)c1)c1cc2ccccc2cc1O,-1.2,-0.9,-6.6,6.9,-21.5,0.6,2.7,-1.8,-1.3,-4.9
S=P(N1CC1)(N1CC1)N1CC1,-2.3,-1.4,2.5,6.0,1.2,0.0,1.9,39.6*,-7.1,7.3
CC(=O)c1cccc(NS(=O)(=O)c2ccc3c(c2)oc(=O)n3C)c1,3.0,-2.5,6.7,0.1,-0.5,-1.9,3.6,-4.3,1.7,-5.0
CCc1c(O)nc(SCC(N)=O)n(-c2ccccc2F)c1=O,-2.5,-3.0,6.7,7.4,-1.8,-2.8,-1.4,8.8,1.7,3.3
Cc1ccc(NC(=O)c2sc(Cl)nc2C)c(C)c1,-1.2,-0.2,1.0,1.1,-2.8,4.1,-2.0,-3.6,5.6,1.6
Cc1ccc(SCC(=O)Nc2ccccc2C(=O)O)cc1,1.9,6.8,4.9,7.7,-6.6,4.6,8.8,-0.6,-7.9,-9.4
COc1ccc(OCC(=O)N2CCN(S(=O)(=O)c3ccc(Cl)s3)CC2)cc1,0.0,0.6,2.7,2.6,-8.1,-2.1,0.3,1.5,0.8,0.6

# A draw from above in order of length of the SMILES, low to high.
SMILES,LEDGF integ inh,MBD2 DNA inh,TDP2 inh,TCR-CD3 inh,HTRA1 inh,NPR2 activator,rCAG binder,PRMT1 inh,mABHD4 FP,SIAE primary
S=P(N1CC1)(N1CC1)N1CC1,-2.3,-1.4,2.5,6.0,1.2,0.0,1.9,39.6*,-7.1,7.3
CC(C)c1nn2c(=O)cc(COc3cccc(NC(=O)c4ccco4)c3)nc2s1,0.1,1.5,-0.5,3.0,-2.8,-0.3,2.6,-1.8,-5.5,0.5
Cc1oc(-c2cccc(Cl)c2)nc1CS(=O)(=O)CC(=O)NCCCN1CCOCC1,-0.7,-5.3,2.9,4.3,-12.5,3.3,5.5,-5.1,1.8,-3.8

# Compound activity deposited in PubChem by several laboratories.
